Compound activity deposited in PubChem BioAssay by National Center for Advancing Translational Sciences (NCATS).
TGFb SMAD3 inh: blocks TGF-b signaling; 1.2% of 410,000 active; HepG2 CAGA-GFP TGF-b/SMAD3 reporter, GFP fluorescence, 18 h; TGF-beta stimulated, 500 pg/mL final; Potency, µM (top dose mostly 46.1 µM), without a hit: at the highest dose activity, negative = inhibition, actives largely listed as inhibitors; also: potency is read from the fitted curve at half-maximal effect; % is scaled to controls: 0 for no effect and ±100 for the full control effect; nearly all actives have a fitted effect of over 65% in size
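Inhibition of TGF-beta-driven CAGA-GFP reporter expression in HEPG2 cells is measured by cellular GFP fluorescence after 18 h stimulation with 500 pg/mL recombinant TGF-beta in 1% FBS medium at 37 degrees C.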
IL-2 act: IL-2 activation | IL-2 activation reporter assay, cell-based qHTS; stimulated with anti-CD3/CD4/CD28 beads; in transgenic mouse T cells | activation, % (series mostly up to about 46 µM) | 0.065% of 360,000 active; in the data active = activation above about 50%; inconclusive = mostly about 30% to 49%; also: 0% is about no effect
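Unstimulated transgenic mouse T cells; 60-min compound exposure; bead-based TCR/CD4/CD28 stimulation; 18 h culture, 37 degrees C; dual fluorescence (EGFP, DsRed) plate cytometry.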
ATXN2 expr inh: ATXN2 expression inhibition; HEK-293 ATXN2-luciferase reporter, luminescence, 24 h; Potency, µM (highest dose often 57 µM), inactives show top-dose activity change, negative = inhibition, hits mostly inhibitors; 0.72% of 360,000 active; also: potency is read from the fitted curve at half-maximal effect; % is scaled to controls: 0 for no effect and ±100 for the full control effect; nearly all actives have a fitted effect of over 55% in size
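ATXN2-luciferase reporter cells (luciferase flanked by upstream and downstream ATXN2 gene portions) were treated 24 h at 37 °C with compounds at up to 57 uM. SteadyGlo luminescence gave expression; GF-AFC fluorescence gave viability.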
A549 tox: kills or reduces viability of A549 cells in Nrf2 counter-screen | A549 ARE-Fluc cells, CellTiter-Fluor viability, 18-24 h | Potency, µM (highest dose often 46 µM), without a hit: at the top dose activity change, negative = cytotoxicity, hits mostly inhibitors | 0.16% of 390,000 active; also: potency is read from the fitted curve at half-maximal effect; % is scaled to controls: 0 for no effect and ±100 for the full control effect
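A549 ARE_Fluc cells in 5% FBS OPTI-MEM were exposed to compounds in concentration-response for 18-24 h at 37 deg C. Viability was read by CellTiter-Fluor fluorescence (Ex 405/Em 525) after 30 min, before the luciferase read.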
EPAC2 ag: activates human EPAC2 exchange factor. AID 720711. EPAC2 activation, biochemical qHTS; response scale: 100% = 6.5 mM cAMP response. Q8WZA2. 0.079% of 360,000 active. Potency, µM (series often up to 154 µM), for inactives: at the highest dose activation, actives largely listed as activators; also: potency is read from the fitted curve at half-maximal effect; nearly all actives have a fitted effect of over 50% in size
Target sequence (Q8WZA2 whole entry, looked up): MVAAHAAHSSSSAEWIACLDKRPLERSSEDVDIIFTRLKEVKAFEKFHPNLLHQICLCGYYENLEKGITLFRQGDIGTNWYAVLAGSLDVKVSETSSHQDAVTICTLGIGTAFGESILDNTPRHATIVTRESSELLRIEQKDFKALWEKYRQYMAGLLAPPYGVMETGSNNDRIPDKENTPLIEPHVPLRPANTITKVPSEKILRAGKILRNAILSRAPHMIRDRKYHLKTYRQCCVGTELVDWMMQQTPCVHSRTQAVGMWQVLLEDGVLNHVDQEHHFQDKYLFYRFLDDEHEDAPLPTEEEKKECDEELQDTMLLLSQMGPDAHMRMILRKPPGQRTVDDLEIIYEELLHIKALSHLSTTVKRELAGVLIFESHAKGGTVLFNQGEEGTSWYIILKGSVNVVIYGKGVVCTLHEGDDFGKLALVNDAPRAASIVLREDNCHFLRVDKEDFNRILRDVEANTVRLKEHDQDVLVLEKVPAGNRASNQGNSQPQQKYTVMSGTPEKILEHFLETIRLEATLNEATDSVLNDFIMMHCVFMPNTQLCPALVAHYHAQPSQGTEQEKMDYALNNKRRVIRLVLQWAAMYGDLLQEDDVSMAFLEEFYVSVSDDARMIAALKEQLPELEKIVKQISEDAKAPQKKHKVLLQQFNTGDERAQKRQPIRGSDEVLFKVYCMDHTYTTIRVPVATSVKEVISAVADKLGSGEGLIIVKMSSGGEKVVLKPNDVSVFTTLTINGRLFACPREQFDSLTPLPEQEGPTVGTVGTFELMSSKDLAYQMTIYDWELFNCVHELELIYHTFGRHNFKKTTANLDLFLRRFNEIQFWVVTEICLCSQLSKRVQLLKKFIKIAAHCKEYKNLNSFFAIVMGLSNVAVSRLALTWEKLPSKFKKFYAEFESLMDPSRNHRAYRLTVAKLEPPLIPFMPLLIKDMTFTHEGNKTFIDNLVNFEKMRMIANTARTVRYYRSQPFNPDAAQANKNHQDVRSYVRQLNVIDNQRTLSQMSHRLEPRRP
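Setup: EPAC2 100 nM, labeled Rap1B complex 250 nM, free GDP 50 uM. Compound titrations pinned in, brief spin, 5 min room temperature incubation. Kinetic fluorescence read over 30 min, normalized to 6.5 mM cAMP.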
Nrf2 inh: inhibitors of Nrf2 signaling; 2.1% of 360,000 active; Potency, µM (highest dose often 46 µM), for inactives: top-dose activity change, negative = inhibition, usual class: inhibitors; AID 504444; A549 ARE-Fluc reporter, luciferase luminescence, 18-24 h; also: potency is read from the fitted curve at half-maximal effect; % is scaled to controls: 0 for no effect and ±100 for the full control effect; nearly all actives have a fitted effect of over 60% in size
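A549 ARE_Fluc cells (5000/well, 5% FBS OPTI-MEM) pre-incubated 2 h, then treated with compounds 18-24 h at 37C/5% CO2 in concentration-response. CellTiter-Fluor viability read first; BugLite luciferase luminescence after 15 min at room temperature gives Nrf2 activity.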
Nrf2 activator: Nrf2 pathway activation. Potency, µM (doses to about 46.1 µM), inactives show at the top dose activation, actives largely listed as activators. 0.31% of 410,000 active. AREc32 ARE-luciferase reporter (MCF7-derived line), luminescence, 24 h; also: potency is read from the fitted curve at half-maximal effect; % of control where 0% means no effect; nearly all actives have a fitted effect of over 65% in size
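For detection, Steady-Glo was added and plates sat 30 min at RT; before that, AREc32_Fluc cells grown overnight in OPTI-MEM/5% FBS had been treated with 23 nL compound for 24 hr at 37 deg C.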
ATXN viability: cell viability loss in ATXN counter-screen. S2 cells (HEK-293 line with an ATXN2-luciferase reporter) viability, CellTiter-Fluor protease fluorescence, 24 h. Potency, µM (titrated, usually from 56.7 µM), most hits filed as cytotoxic. 0.49% of 400,000 active. AID 651635; also: potency is read from the fitted curve at half-maximal effect; nearly all actives have a fitted effect of over 40% in size
HepG2 viability: HepG2 cytotoxicity, counter-screen for TGF-b inhibitors | HepG2 CAGA-GFP viability, ATP luminescence, 18 h | Potency, µM (top dose mostly 46.1 µM), without a hit: at the top dose activity change, negative = cytotoxicity, actives largely listed as cytotoxic | 0.76% of 410,000 active; also: potency is read from the fitted curve at half-maximal effect; some results filed as inactive show a strong effect at the top dose
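HepG2 CAGA-GFP cells (1000/well, DMEM with 1% FBS) received compound, then TGF-beta at 500 pg/mL final, and were incubated 18 hours at 37 degrees C. Viability was read by CellTiter-Glo luminescence. Media-only wells were set as complete cell-killing and DMSO as no toxicity.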
* = called active by the depositor; i = inactive; ? = inconclusive; / = no result given; [ ] = another dose, or the depositor's remark. Unless noted, calls follow the shape of the dose curve; as a rule, active = well fitted curve in the direction sought with a large enough effect; inconclusive = small, poorly fitted or top-dose-only effect, or another doubt; inactive = no such curve, though single readings can be large; an effect the other way counts as inactive or inconclusive. This is a random part of the collection; 4.3% or so of the library scored in one or more.

1. O=C(NCC(c1cccs1)N1CCOCC1)c1cc2ccccc2oc1=O (centres undefined)
2. Cc1cc2sc(NC(=O)c3ccco3)nc2cc1Cl
3. COc1ccc(-c2csc(Nc3ccccn3)n2)cc1
4. Cc1cnc(NC(=O)c2ccc(-c3nc4ccccc4s3)o2)s1
5. Cc1ccc2[nH]c(=O)c(COC(=O)c3ccccn3)cc2c1
6. Cc1ccc(N(CC(=O)NC2CCCC2)C(=O)CNC(=O)c2cccs2)cc1C
7. O=C1OCCN1C(=O)[C@H]1[C@H](c2ccc(F)cc2)C(c2cccc(Cl)c2)=NN1c1ccc(Br)cc1
8. Cc1cc(Cn2nnc3ccccc32)c(O)c(C(C)(C)C)c1

Assay by compound,1,2,3,4,5,6,7,8
TGFb SMAD3 inh,0%,7%,?,0%,?,-15%,?,?
IL-2 act,-0.3,-1.0,0.4,-0.5,0.2,-2.5,0.0,-0.8
ATXN2 expr inh,-9%,-25%,90%[activator],0%,4%,-6%,0%,-4%
A549 tox,-5%,-4%,-4%,-13%,3%,6%,?,-1%
EPAC2 ag,9%,-2%,12%,4%,8%,12%,10%,13%
Nrf2 inh,-5%,26%,?,20%,/,2%,?,2%
Nrf2 activator,4.4%,?,5.3%,4.3%,-0.8%,0.0%,6.4%,2.7%
ATXN viability,i,i,i,i,i,i,/,i
HepG2 viability,-5%,-1%,-3%,-23%,22%,-2%,-45%,-17%

9. CCN(c1ccccc1)S(=O)(=O)c1cccc(C(=O)OCc2nc3sc(C)c(C)c3c(=O)[nH]2)c1
10. CCCC(=O)Nc1ccc(NC(=S)NC(=O)c2cccs2)cc1
11. CCOC(=O)c1c(NC(=O)c2cccs2)sc(C)c1C
12. Cc1ccc(C(C)C)cc1OCCN1CCCC1
13. Cc1cc(Br)c(NC(=O)C(C)Sc2nnnn2C)c(Br)c1 (centres undefined)
14. CN1CCc2cc3c(c4c2C1CC41CCC(=NO)CC1)OCO3 (centres undefined)
15. CC1(C)NC(=O)N(CCCSc2ccc(Cl)cc2)C1=O
16. CC(C)c1ccc(CN2CCN(C(=O)CSc3nnnn3C3CC3)CC2)cc1

Assay by compound,9,10,11,12,13,14,15,16
TGFb SMAD3 inh,13%,1%,?,-9%,0%,-1%,2%,?
IL-2 act,1.1,-3.6,-0.3,-4.6,-1.7,3.1,-0.2,-0.4
ATXN2 expr inh,106%[activator],-17%,4%,-14%,-4%,3%,0%,-34%
A549 tox,3%,5%,?,3%,-3%,2%,4%,-7%
EPAC2 ag,8%,4%,21%,12%,17%,2%,5%,1%
Nrf2 inh,-2%,0%,14%,-6%,2%,7%,/,?
Nrf2 activator,-0.5%,4.4%,3.1%,-1.7%,-1.0%,0.0%,-0.3%,0.3%
ATXN viability,i,i,i,i,?,i,i,i
HepG2 viability,5%,-1%,-7%,-18%,-24%,9%,-14%,-35%

Individual results from above.
EPAC2 ag with cpd 15 → 5%
HepG2 viability with cpd 11 → -7%
HepG2 viability with cpd 14 → 9%
ATXN2 expr inh with cpd 16 → -34%

Among those listed so far, 2 have a furan ring, fused or not:
2. Cc1cc2sc(NC(=O)c3ccco3)nc2cc1Cl
4. Cc1cnc(NC(=O)c2ccc(-c3nc4ccccc4s3)o2)s1

Assay by compound,2,4
TGFb SMAD3 inh,7%,0%
IL-2 act,-1.0,-0.5
ATXN2 expr inh,-25%,0%
A549 tox,-4%,-13%
EPAC2 ag,-2%,4%
Nrf2 inh,26%,20%
Nrf2 activator,?,4.3%
ATXN viability,i,i
HepG2 viability,-1%,-23%

Remaining list, next part
17. Cc1cccc(/C=C2\Sc3ccc(C(=O)N4CCCCC4)cc3N(C)C2=O)c1
18. CCC(CO)Nc1ccn2nc(-c3ccccc3)cc2n1 (centres undefined)
19. CCCCNC(=S)NNC(=O)c1ccncc1
20. OCCC1CN(Cc2cccn2-c2cccnc2)CCN1CCc1ccccc1 (centres undefined)
21. O=C1C=CC(c2c[nH]c3ccccc23)CC1 (centres undefined)
22. Cc1ccccc1-n1nc2c(c1NC(=O)/C=C\c1ccc3c(c1)OCO3)CSC2
23. O=S(=O)(NCC(c1ccccc1)N1CCC(O)CC1)c1ccc(Cl)cc1 (centres undefined)
24. Cc1ccc(S(=O)(=O)NCC(=O)NCC(=O)NC(C)c2ccccc2Br)cc1C (centres undefined)

Assay by compound,17,18,19,20,21,22,23,24
TGFb SMAD3 inh,?,-9%,12%,19%,/,-12%,0%,-5%
IL-2 act,-1.0,1.1,-2.3,-2.4,-0.5,-3.1,0.9,-0.2
ATXN2 expr inh,/,81%[activator],5%,0%,?,-2%,-5%,-6%
A549 tox,2%,/,2%,0%,/,0%,-10%,4%
EPAC2 ag,7%,2%,4%,3%,5%,13%,9%,-8%
Nrf2 inh,-4%,/,-17%,1%,/,-20%,0%,-16%
Nrf2 activator,9.7%,0.1%,0.1%,0.1%,21%,-2.1%,-0.7%,0.7%
ATXN viability,?,i,i,i,/,i,i,i
HepG2 viability,-46%,-5%,6%,-21%,/,-14%,-41%,-84%

25. Cc1ccc(C(C(=O)NC(C)(C)C)N(Cc2cccs2)C(=O)c2ccc3c(c2)OCCO3)cc1 (centres undefined)
26. Cc1ccc2c(c1)-c1cc(C)nn1C(c1ccc3c(c1)OCO3)N2 (centres undefined)
27. CCc1c(C)nc(N2CCN(c3ccc(OC)cc3)CC2)[nH]c1=O
28. COc1ccccc1NC(=O)c1ccc(NC(=O)COC(=O)c2cncc(Br)c2)cc1
29. CCOC(=O)c1c(C)[nH]c(N=Nc2cc(C(=O)O)cc(C(=O)O)c2)c1C
30. O=C(OCc1cn([C@H]2CN(CC3CCCCC3)[C@@H](c3ccc(Cl)cc3)C[C@@H]2O)nn1)c1ccccc1
31. CCOc1ccc(CCNC(=O)CN2C(=O)NC3(CCc4ccccc43)C2=O)cc1OCC (centres undefined)
32. CSc1nc2ncc3c(n2n1)CC(C)(C)CC3=O

Assay by compound,25,26,27,28,29,30,31,32
TGFb SMAD3 inh,?,18%,7%,-1%,-15%,18µM*,1%,-11%
IL-2 act,-1.1,-0.1,-0.6,-0.1,-3.9,-4.7,-3.0,1.2
ATXN2 expr inh,/,10%,/,-4%,5%,?,4%,-1%
A549 tox,-13%,-19%,-5%,1%,-28%,/,3%,1%
EPAC2 ag,-1%,18%,3%,-2%,5%,3%,2%,5%
Nrf2 inh,-22%,-15%,-5%,7%,1%,/,-17%,2%
Nrf2 activator,-0.1%,3.3%,0.5%,0.8%,0.1%,-2.3%,0.3%,-0.4%
ATXN viability,i,i,i,i,?,/,i,i
HepG2 viability,19%,-44%,12%,1%,-7%,13µM*,1%,10%

33. NC(=O)c1ccc(-n2nnnc2SCC(=O)c2ccc(O)c(O)c2)cc1
34. CCCCN1C(=O)/C(=C(/C#N)C(=O)N2CCCC2)c2ccccc21
35. CCc1cc2c(cc3c(=O)n(CC(=O)NCCc4ccccc4)ncn32)s1
36. CCOc1ccc(CCNC(=O)c2nn(-c3ccc(OC)cc3)c(=O)c3c2c2ccccc2n3C)cc1OCC
37. COc1ccc(CCNC(=O)c2cc(S(=O)(=O)N3CCOCC3)cn2C)cc1OC
38. Cc1ccc(S(=O)(=O)c2nc(-c3ccco3)oc2SCC(N)=O)cc1
39. O=C(COC(=O)c1ccco1)Nc1nc2ccc([N+](=O)[O-])cc2s1
40. N#Cc1c(NC(=O)CSc2ncnc3sccc23)oc(-c2ccco2)c1-c1ccco1

Assay by compound,33,34,35,36,37,38,39,40
TGFb SMAD3 inh,1%,-6%,-5%,?,2%,7%,-27%,32%
IL-2 act,2.9,0.5,/,/,0.0,0.1,-0.3,0.6
ATXN2 expr inh,25%,/,/,10%,-10%,21%,/,0%
A549 tox,-6%,12%,-11%,-5%,16%,0%,-5%,-8%
EPAC2 ag,6%,8%,/,/,2%,14%,1%,1%
Nrf2 inh,6%,1%,-21%,6%,-2%,-10%,19%,-2%
Nrf2 activator,2.8%,-0.1%,0.5%,1.0%,-0.3%,0.1%,0.5%,10µM*
ATXN viability,i,i,/,i,i,i,i,?
HepG2 viability,-8%,0%,1%,-1%,-24%,-4%,-1%,1%

41. N[C@@H](CO)c1nnc([C@H](CCC(=O)O)NC(=O)C2CCNCC2)o1
42. Cc1ccc(Cc2c(C)[nH]c(=S)[nH]c2=O)cc1
43. Cc1cccc(NC(=S)NN2CCN(C)CC2)c1
44. Cc1ccc(NC(=O)c2cc(S(=O)(=O)NC3CCCCCC3)ccc2F)cc1F
45. C/C(=N\N1CCN(c2ccccc2)CC1)c1ccco1
46. Cc1ccc(NC(=O)C[n+]2cc(-c3ccccc3)n3c2CCC3)c(C)c1
47. Cc1nc(C)c(C(=O)N/N=C/c2ccco2)s1
48. Cc1ccc(C2N(c3nccs3)C(=O)C3CCCN32)cc1 (centres undefined)
49. COc1ccc(CC(=O)Nc2nc(C)cs2)cc1

Assay by compound,41,42,43,44,45,46,47,48,49
TGFb SMAD3 inh,-2%,-1%,3%,?,15%,-1%,-17%,-18%,-47%
IL-2 act,-2.8,0.0,0.4,/,0.7,-0.3,-2.5,2.7,-0.4
ATXN2 expr inh,-10%,-8%,-2%,-28%,21%,8%,-7%,1%,12%
A549 tox,4%,1%,5%,-4%,-1%,2%,-10%,2%,3%
EPAC2 ag,4%,7%,6%,/,-3%,8%,9%,6%,3%
Nrf2 inh,-1%,-15%,?,/,3%,17%,1%,8%,8%
Nrf2 activator,-1.6%,-0.6%,0.1%,0.4%,0.1%,-0.3%,?,0.5%,-0.3%
ATXN viability,i,i,?,?,i,i,i,?,i
HepG2 viability,-1%,-17%,-8%,13µM*,23%,6%,-10%,-15%,-6%
